GLP-1R agonist – agonists of human GLP-1 receptor; P43220; HEK293 GLP-1R CRE-luciferase, luminescence, 4-6 h; cells express a hypersensitive GLP-1R form; AID 624172; Potency, µM (titrated, usually from 45.6 µM), for the others: top-dose activation, hits mostly activators; actives 0.007% (n = 380,000); also: potency is read from the fitted curve at half-maximal effect; % of control where 0% means no effect
HEK293 tox – cytotoxicity in counter-screen for GLP-1R inverse agonists; HEK293 cAMP-luciferase reporter cells, luminescence, 24 h; AID 624418; actives 0.13% (n = 410,000); Potency, µM (series often up to 38.3 µM), inactives show at the highest dose activity change, negative = inhibition, most hits filed as inhibitors;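 also: loss of luciferase light is scored as toxicity; potency is read from the fitted curve at half-maximal effect; % is scaled to controls: 0 for no effect and ±100 for the full control effect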
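A 23 nL compound transfer followed 12 hours of cell culture at 37 deg C; exposure then lasted 24 hr. Luciferase assay detection reagent was dispensed and plates read for luminescence after a 12 min room-temperature wait.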
PTHR1 ag – activates the human parathyroid hormone receptor PTHR1 | HEK293 GP2 PTHR1 cells, GloSensor cAMP luminescence, 1 h | Q03431 | Potency, µM (doses to about 115 µM), inactives show at the highest dose activation, most hits filed as activators | actives 0.075% (n = 410,000); also: potency is read from the fitted curve at half-maximal effect; nearly all actives have a fitted effect of over 55% in size; some results filed as inactive show a strong effect at the top dose; inactives centre near -15; many of its hits are not listed in these tables
Target sequence (Q03431 whole entry, looked up): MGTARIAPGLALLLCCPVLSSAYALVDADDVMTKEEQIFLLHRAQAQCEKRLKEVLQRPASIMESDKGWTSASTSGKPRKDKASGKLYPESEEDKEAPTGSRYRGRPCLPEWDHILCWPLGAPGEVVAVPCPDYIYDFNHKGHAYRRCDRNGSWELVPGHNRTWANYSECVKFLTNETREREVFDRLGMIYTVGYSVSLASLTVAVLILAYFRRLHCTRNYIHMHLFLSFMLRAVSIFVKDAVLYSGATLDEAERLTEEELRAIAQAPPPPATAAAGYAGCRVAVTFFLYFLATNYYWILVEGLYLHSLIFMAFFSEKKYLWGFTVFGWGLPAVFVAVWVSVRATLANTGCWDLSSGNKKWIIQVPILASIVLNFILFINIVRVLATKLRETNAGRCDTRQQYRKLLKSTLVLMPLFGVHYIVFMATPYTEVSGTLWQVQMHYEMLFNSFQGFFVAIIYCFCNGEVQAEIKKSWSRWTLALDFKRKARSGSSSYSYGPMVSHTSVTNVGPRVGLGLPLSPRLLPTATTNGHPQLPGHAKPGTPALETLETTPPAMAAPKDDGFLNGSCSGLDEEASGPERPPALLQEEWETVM
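HEK-293-derived GP2 cells expressing PTHR1 and a GloSensor cAMP reporter, 3,000/well, plated overnight, given luciferin plus IBMX (each 0.5 mM as added) for 1 h at 37 °C, then compound for 1 h at 37 °C. Luminescence was read after 15 min at room temperature.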
TDP43 rescue – TDP-43 toxicity inhibition in yeast; actives 1.8% (n = 410,000); TDP-43 expressing yeast growth rescue, BacTiter-Glo, 24 h; Potency, µM (series often up to 46.1 µM), for inactives: at the highest dose growth rescue (activation), hits mostly activators; also: potency is read from the fitted curve at half-maximal effect; % of control where 0% means no effect; nearly all actives have a fitted effect of over 50% in size
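Galactose-induced TDP-43 yeast, OD600=0.02, compound pinned; 24 hr, 30 deg C; BacTiter-Glo luminescence for growth. Inhibitors of TDP-43 toxicity read as activators.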
GLP-1R inv ag – inverse agonists of human GLP-1 receptor; P43220; HEK293 GLP-1R CRE-luciferase, luminescence, 24 h; GLP-1R form is constitutively active; Potency, µM (top dose mostly 38.3 µM), for the others: top-dose activity change, negative = inhibition, usual class: inhibitors; actives 1.6% (n = 410,000); AID 624417; also: potency is read from the fitted curve at half-maximal effect; % is scaled to controls: 0 for no effect and ±100 for the full control effect; nearly all actives have a fitted effect of over 55% in size
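GLP-1R inverse agonism mode: basal reporter luminescence in engineered HEK293 cells measured after one day of compound exposure at 37 deg C, with a 12 min room-temperature detection step.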
KB-V1 MDR tox – KB-V1 MDR subline cytotoxicity. KB-V1 MDR cells viability, CellTiter-Glo, 72 h. actives 3.4% (n = 400,000). Potency, µM (top dose mostly 46.1 µM), without a hit: at the top dose activity change, negative = cytotoxicity, usual class: cytotoxic; also: potency is read from the fitted curve at half-maximal effect; % is scaled to controls: 0 for no effect and ±100 for the full control effect; nearly all actives have a fitted effect of over 60% in size
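Compound-treated KB-V1 multidrug-resistant cells, 72 h, 37 degrees C; viability by CellTiter-Glo. Fitted qHTS curves give the values.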
aSyn yeast inh – rescues yeast growth from alpha-synuclein toxicity. Yeast expressing alpha-synuclein, growth rescue, BacTiter-Glo, 24 h. Potency, µM (doses to about 46.1 µM), for the others: at the highest dose growth rescue (activation), usual class: activators. actives 0.14% (n = 370,000). AID 652106; also: potency is read from the fitted curve at half-maximal effect; % of control where 0% means no effect; nearly all actives have a fitted effect of over 65% in size
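Rescue of yeast growth: cells expressing toxic alpha-synuclein, induced in galactose at OD600 0.02, incubated with compound 24 h at 30 C. ATP luminescence quantified growth; inhibitors of toxicity appear as activators.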
D3 antag – antagonists of human D3 dopamine receptor | P35462 | D3R cells, DiscoveRx beta-arrestin luminescence, antagonist mode; active compounds read low | max response, negative = inhibition, % | actives 2.5% (n = 360,000); in the data active = max response below about -50%; inconclusive = no clear call, values can overlap the other calls; also: % is scaled to controls: 0 for no effect and ±100 for the full control effect; mostly tested at two doses, the higher about 12 µM
Target sequence (P35462 whole entry, looked up): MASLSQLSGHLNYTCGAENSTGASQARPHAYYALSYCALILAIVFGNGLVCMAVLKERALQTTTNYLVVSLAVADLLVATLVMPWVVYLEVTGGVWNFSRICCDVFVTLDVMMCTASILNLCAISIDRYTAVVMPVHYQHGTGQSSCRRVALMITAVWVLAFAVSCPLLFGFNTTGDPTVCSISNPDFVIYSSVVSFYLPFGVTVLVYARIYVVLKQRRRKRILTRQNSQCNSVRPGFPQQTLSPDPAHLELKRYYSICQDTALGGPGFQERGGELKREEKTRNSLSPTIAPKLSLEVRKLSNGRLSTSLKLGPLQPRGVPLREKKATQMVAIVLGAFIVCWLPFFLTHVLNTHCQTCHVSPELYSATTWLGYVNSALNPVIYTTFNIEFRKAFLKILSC
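Cells plated overnight at 1500 cells/well, then exposed to library compounds with dopamine controls for 90 minutes at 37 degrees C. DiscoveRx reagent added for 30–60 minutes at room temperature; luminescence read, quantitative HTS format.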
DRD3 agonist – activates the human D3 dopamine receptor | P35462 | D3R DiscoveRx beta-arrestin cells, luminescence, 90 min | max activation, % | actives 0.58% (n = 410,000) | AID 652048; in the data active = max activation above about 30%; also: 0% is about no effect; mostly tested at two doses, the higher about 12 µM
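Agonist mode: compounds and dopamine controls were applied to plated cells for 90 min at 37 degrees C after an overnight attachment at 1500 cells/well. Luminescent read-out followed 30 - 60 minutes at room temperature with DiscoveRx detection reagent.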
An asterisk follows results filed as active; i = inactive; u = inconclusive; x = not tested or not shown; & = joins results of further samples; [ ] = another dose, or the depositor's remark. Unless noted, calls follow the shape of the dose curve; as a rule, active = well fitted curve in the direction sought with a large enough effect; inconclusive = small, poorly fitted or top-dose-only effect, or another doubt; inactive = no such curve, though single readings can be large; an effect the other way counts as inactive or inconclusive.

SMILES	GLP-1R agonist	HEK293 tox	PTHR1 ag	TDP43 rescue	GLP-1R inv ag	KB-V1 MDR tox	aSyn yeast inh	D3 antag	DRD3 agonist
O=C(NC(c1ccc(-c2ccccc2)cc1)c1cnccn1)C1CCN(CCOc2ccc(Cl)cc2Cl)CC1 (stereo unspecified)	-1%	u	-16%	11%	u	u	-56%[inhibitor]	-25	5
COc1ccc(CNC(=O)c2nnn(-c3cccc(C(F)(F)F)c3)c2N)cc1	7%	-5%	-18%	8%[9.22 µM]	u	u	11%	-12	-6
COC(=O)c1cc(C)ccc1/C=C1/Cc2c(C)cc(C)cc2C1=O	25%	-2%	-33%	-2%	-34%	16µM*	1%	3	-12
COc1ccccc1CNC(=O)CCS(=O)(=O)c1ccc(Cl)cc1	-2%	2%	-12%	11%	-15%	-14%	7%	2	0
O=C(CSc1nncn1-c1ccccn1)Nc1ccccc1Cl	12%	9%	-34%	-3%	29%	-25%	0%	13	-28
CC1=C(C(=O)N2CCOCC2)CC(CC(=O)NCCCCc2ccccc2)C(=O)N1Cc1ccc(F)cc1 (stereo unspecified)	-1%	-8%	-20%	18%	u	-11%	-7%	3	-2
COC(=O)c1ccc2c(=O)n(Cc3ccco3)c(SCC(=O)Nc3ccccc3Cl)nc2c1	-9%	-1%	i	-10%	5%	-6%	1%	13	0
O=C(OCc1ccccc1)/C(=C/c1cccc2ccccc12)NC(=O)c1ccccc1	6%	4%	i	-8%	-9%	-1%	-5%	17	3
O=C(c1ccco1)N1CCN(C2CN(C3CCCC3)S(=O)(=O)C2)CC1 (stereo unspecified)	10%	-10%	-18%	17%	22%	21%	-1%	18	5
C=CCn1c(SCC(=O)c2cccs2)nc2sc(CC)cc2c1=O	15%	-2%	-35%[inhibitor]	3%	8%	u	x	34	17
C=CCn1c(C(C)NC(=O)c2cccs2)n[nH]c1=S (stereo unspecified)	0%	-5%	i	-19%	10%	-4%	2%	3	7
Cc1ccccc1CCNC(=O)c1cc(C2CC2)nc2c1cnn2C(C)C	17%	-10%	-24%	35µM*	u	u	8%	14	-6
Cc1cccc(N2CCC(N=CN(C)C)=N2)c1	12%	-13%	i	-21%[0.397 µM]	u	u	1%	5	4
COC(=O)C1=C(COc2ccccc2)NC(=O)NC1c1ccc2ccccc2c1 (stereo unspecified)	-3%	u	-1%	-7%	-29%	-14%	2%	0	-10
COc1ccc(Br)c(C(=O)Nc2cc3c(cc2N2CCOCC2)n(C)c(=O)n3C)c1	x	8%	-5%	5%	11%	-3%	x	x	-5
CCCC(=O)N1CCCC1(C)C(=O)Nc1cc(OC)ccc1OC (stereo unspecified)	2%	-5%	-14%	0%	13%	-23%	-2%	23	0
O=c1c2ccc(Cl)cc2[nH]c(=S)n1Cc1cccnc1	0%	25%	-62%[inhibitor]	-7%	4%	18µM*	1%	6	-3
Cn1c(N/N=C/c2c[nH]c3ccccc23)nc2ccccc21	12%	u	-10%	4%	u	0%	2%	12	-3
Cc1cnc(NC(=O)CSc2nc3ccccc3s2)s1	1%	-14%	-18%	14µM*	-15%	5%	4%	8	-2
COc1ccccc1NC(=O)c1oc2ccccc2c1NC(=O)C1CC1	-2%	-29%	-36%[inhibitor]	9%	u	-19%	0%	38	8
NC(=O)CSc1nnnn1-c1ccc(OC(F)(F)F)cc1	2%	3%	-12%[57.5 µM]	2%	56%[activator]	-10%	-15%	9	9
COCCNC(=S)N(CCCN(C)C)Cc1cc2cc3c(cc2[nH]c1=O)OCCO3	5%	-10%	-32%[inhibitor]	5%	14%	11%	1%	11	8
COc1cccc(-c2csc(Nc3ccc(Oc4ccccc4)cc3)n2)c1	3%	-8%	-9%	u	u	17%	4%	-4	18
COc1ccc(N(C(=O)c2cnccn2)C(C(=O)NC2CCCCC2)c2ccc(Cl)cc2)cc1 (stereo unspecified)	-2%	-7%	i	2%	7%	12%	2%	-11	3
COC(=O)Cc1c(OC)ccn(CCc2c[nH]c3ccccc23)c1=O	2%	-8%	-11%	11%	-27%	-9%	2%	2	2
COC(=O)C1=C(N)OC2=C(C(=O)CCC2)C1c1ccccc1OC (stereo unspecified)	-2%	15%	-6%	-7%	4%	20%	-9%	-20	5
Cc1cc(C)cc(NC(=S)N2CCC(NC(=O)c3ccco3)CC2)c1	5%	-11%	-3%	-12%	0%	-1%	1%	6	-16
COc1ccc(CCOC(=O)c2ccc(NC(=O)CC#N)cc2)cc1	17%	11%	-3%	20%	4%	3%	3%	-11	4
CCC(C)NC(=O)Cn1c(=O)ccc2cc(S(=O)(=O)N3CCCC3)ccc21 (stereo unspecified)	8%	-6%	-1%	14%	0%	0%	15%	x	-2
c1ccc(OCCSc2ncnc3nc[nH]c23)cc1	13%	-12%	-5%[57.5 µM]	2%	49%[activator]	u	0%	-21	-6
COc1ccc(CN2CCNC(=O)C2CC(=O)NCc2csc(C)n2)c(F)c1 (stereo unspecified)	-1%	-4%	i	3%	12%	u	u	-15	-1
CC1C=CC(C)C(C(=O)c2ccccc2)C1C(=O)c1ccccc1 (stereo unspecified)	6%	7%	-17%	2%	13µM*	u	11%	-19	-3
C=CCC[C@H](Cc1ccc(F)cc1)C(=O)OC[C@H](Cc1c[nH]c2ccccc12)NC(=O)[C@H](CC=C)CC(=O)N[C@H](CO)Cc1ccccc1	-1%	1%	0%	16%	u	4%	-7%	5	9
Cc1c(N=Cc2cc(Br)cc(Br)c2O)cccc1C(=O)O	0%	29%	i	19%	u	u	-16%	0	-20
CC(=O)Nc1cccc(NS(=O)(=O)c2c(C)noc2C)c1	-11%	4%	i	2%	8%	x	-2%	-1	-12
CC(C)(C)NC(=O)COC(=O)CNC(=O)c1cc(Cl)cc([N+](=O)[O-])c1	7%	1%	-16%	12%	11%	3%	-11%	15	-2
O=C(CN1C(=O)CC(c2ccco2)Sc2ccccc21)Nc1ccccc1F (stereo unspecified)	0%	-13%	-22%	32µM*	u	-22%&6%	8%	-2	0
CC(C)(C)OC(=O)C[C@@H]1C/C=C\C[C@H](CC(=O)N[C@H](CO)Cc2ccccc2)C(=O)N[C@H](C(C)(C)C)COC1=O	10%	2%	i	4%	5%	0%	9%	2	-11
Cc1ccc(NC(=O)COc2cccc3ccc(C)nc23)c(Br)c1	21%	9%	i	u	-25%	2%	0%	1	7
CN(C(=O)CSc1nnc(-c2ccc([N+](=O)[O-])cc2)o1)c1ccccc1	x	18%	-27%	16%	13%	-12%	x	x	8
COc1ccc(CCNC(=O)CCc2c(C)nc3cc(-c4ccc(Cl)cc4)nn3c2C)c(OC)c1	0%	9%	-22%	-14%	2%	-7%	x	x	-10
Cc1cc(C)cc(CC2CC(=O)N(c3ccc([N+](=O)[O-])cc3)C2=O)c1 (stereo unspecified)	-4%	3%	-36%[inhibitor]	27%	4%	0%	2%	-15	-2
Cc1ccc(-c2nc3[nH]c(=O)cc(NC(=O)C(C)C)n3n2)cc1	3%	-11%	28%	1%	u	14%	2%	17	-6
COc1ccccc1CNC(=O)Cn1cccc1C(=O)c1ccccc1C	-4%	-15%	-26%	3%	u	-24%	5%	6	-12
CCOC(=O)c1cnn(-c2ccccc2)c1NC(=O)CN1CCOCC1	7%	0%	-19%	11%	9%	0%	-5%	15	5
Cn1c(-c2ccc3c(c2)OCO3)cnc1NCc1ccccc1Cl	-4%	-19%	i	-14%	u	u	2%	1	-3
COc1ccc(CN=C2NC(=O)CC(C(=O)Nc3ccc(F)cc3)S2)cc1 (stereo unspecified)	4%	-9%	-9%	4%	-8%	-2%	0%	10	4
C=CCn1c(COc2ccc(OC)cc2)nnc1SCn1nnc2ccccc2c1=O	2%	-14%	-23%	27%	-14%	21µM*	2%	0	1
CCOC(=O)c1ccc(N2C(=O)c3n[nH]c(-c4ccco4)c3C2c2ccc(C(=O)OC)cc2)cc1 (stereo unspecified)	-3%	-14%	-12%	-2%	u	u	x	x	-16
O=C(Nc1ccc2nc(-c3cccnc3)[nH]c2c1)C1CCCCC1	14%	-13%	-11%[57.5 µM]	3%	4%	1%	-3%	11	2
COc1cc(C2C3=C(CC(C)(C)CC3=O)OC(N)=C2[N+](=O)[O-])ccc1O (stereo unspecified)	-1%	6%	i	14%	11%	0%	-3%	9	10
CC(C)CC(=O)C1=C(O)C(=O)N(Cc2ccccc2)C1c1ccccc1 (stereo unspecified)	-3%	4%	i	-7%	1%	-24%	-11%	-2	1
COc1cc(SC)ccc1C(=O)Nc1ccc2c(c1)CCN2S(C)(=O)=O	5%	-16%	-5%[57.5 µM]	0%	0%	0%	-1%	-2	-4
O=C(COC(=O)c1ccccc1Br)NCc1ccccc1	9%	19%	1%	20%	1%	0%	12%	-8	-7
CCOC(=O)C1CCCN(C(=O)c2cc3ccccc3oc2=O)C1 (stereo unspecified)	-4%	-6%	i	14%	2%	-2%	-1%	11	-12

Entries above with a nitro group on carbon (4):
SMILES	GLP-1R agonist	HEK293 tox	PTHR1 ag	TDP43 rescue	GLP-1R inv ag	KB-V1 MDR tox	aSyn yeast inh	D3 antag	DRD3 agonist
CC(C)(C)NC(=O)COC(=O)CNC(=O)c1cc(Cl)cc([N+](=O)[O-])c1	7%	1%	-16%	12%	11%	3%	-11%	15	-2
CN(C(=O)CSc1nnc(-c2ccc([N+](=O)[O-])cc2)o1)c1ccccc1	x	18%	-27%	16%	13%	-12%	x	x	8
Cc1cc(C)cc(CC2CC(=O)N(c3ccc([N+](=O)[O-])cc3)C2=O)c1 (stereo unspecified)	-4%	3%	-36%[inhibitor]	27%	4%	0%	2%	-15	-2
COc1cc(C2C3=C(CC(C)(C)CC3=O)OC(N)=C2[N+](=O)[O-])ccc1O (stereo unspecified)	-1%	6%	i	14%	11%	0%	-3%	9	10

Screening results from PubChem BioAssay.

These rows are one share of the data; count on the stated rates, not on these rows.
